# VLA-4 antagonist: inhibitors of LDV-FITC ligand binding to Mn2+-activated human VLA-4 integrin. P13612. Jurkat cells, LDV-FITC binding with Mn2+, flow cytometry; 100% = Mn2+-driven binding gain fully reversed. inhibition, % at 10 µM (by protocol). 24,000 tested, 0.2% active. AID 529;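 active means inhibition above 50%; inconclusive means compound itself fluorescent, judged against control cell fluorescence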;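 further: 0% = Mn2+ stimulated cells lacking compound and 100% = ligand binding without Mn2+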
# Target sequence (P13612 whole entry, looked up): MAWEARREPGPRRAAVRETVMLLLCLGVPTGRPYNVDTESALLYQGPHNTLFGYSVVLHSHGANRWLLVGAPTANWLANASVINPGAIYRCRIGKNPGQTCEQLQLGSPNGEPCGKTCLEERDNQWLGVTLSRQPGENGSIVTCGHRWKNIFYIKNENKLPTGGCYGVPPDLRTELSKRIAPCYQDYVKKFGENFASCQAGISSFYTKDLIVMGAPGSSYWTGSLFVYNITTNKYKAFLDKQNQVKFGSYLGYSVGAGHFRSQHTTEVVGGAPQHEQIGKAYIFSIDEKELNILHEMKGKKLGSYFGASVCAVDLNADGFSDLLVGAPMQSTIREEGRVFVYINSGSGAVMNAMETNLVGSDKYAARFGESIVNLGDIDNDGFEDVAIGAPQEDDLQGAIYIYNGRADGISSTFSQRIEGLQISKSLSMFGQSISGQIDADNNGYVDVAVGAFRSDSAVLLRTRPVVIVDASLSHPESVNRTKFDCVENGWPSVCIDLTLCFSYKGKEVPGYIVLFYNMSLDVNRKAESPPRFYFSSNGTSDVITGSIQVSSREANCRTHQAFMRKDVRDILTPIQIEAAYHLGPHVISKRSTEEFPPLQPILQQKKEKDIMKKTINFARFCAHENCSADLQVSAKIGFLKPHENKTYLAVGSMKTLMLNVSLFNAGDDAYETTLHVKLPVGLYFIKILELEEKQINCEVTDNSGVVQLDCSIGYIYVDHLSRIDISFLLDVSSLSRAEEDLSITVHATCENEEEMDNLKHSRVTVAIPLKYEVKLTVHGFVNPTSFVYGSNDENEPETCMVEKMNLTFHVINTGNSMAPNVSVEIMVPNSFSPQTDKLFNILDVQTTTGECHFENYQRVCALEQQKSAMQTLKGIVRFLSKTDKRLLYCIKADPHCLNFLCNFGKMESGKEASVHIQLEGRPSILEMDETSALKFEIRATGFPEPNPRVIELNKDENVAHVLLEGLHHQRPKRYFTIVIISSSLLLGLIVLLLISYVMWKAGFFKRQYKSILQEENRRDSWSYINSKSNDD
# LNCaP diff act: promotes differentiation of LNCaP prostate cells; AID 795; 24,000 tested, 0.56% active; flow cytometry side scatter, 4 d; side scatter shift, % at 10 µM;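 active means side scatter shift above 30%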;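 further: androgen-responsive LNCaP prostate cancer cells in charcoal-stripped serum medium; percent of cells past a gate set so DMSO wells show 10% shift; higher shift means more granular cells and more differentiation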
# Autofluor Jurkat: compound fluoresces in Jurkat cells, VLA-4 screen interference | compound autofluorescence, flow cytometry; hits give high values; 1 = vehicle-only cell background | fluorescence ratio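 (tested at 10 µM compound in the well)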 | 24,000 tested, 0.61% active;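 active means fluorescence ratio above 2.44, which is 1 plus 3 SD of all ratios; inconclusive means signal too bright to measure linearly, ratio around 10 or more; inactive means fluorescence ratio below 2.44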;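 further: green fluorescence of cells measured with 488 nm excitation and 530 nm emission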
# VLA-4 agonist: allosterically activates the human VLA-4 integrin; P13612; Jurkat cells, LDV-FITC binding, flow cytometry; activation, % at 10 µM (by protocol); 24,000 tested, under 10 active; AID 528;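 active means fluorescent ligand binding to cells raised by more than 40% of the manganese-induced maximum; inconclusive means compound's own fluorescence above 85% of the ligand control signal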;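 further: 0% = ligand binding without compound and 100% = manganese-stimulated maximal binding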
# * hit, by the source's call; ? = inconclusive; nt = no result given.
# Start of the data: the first 4 entries as a preview:
SMILES,VLA-4 antagonist,LNCaP diff act,Autofluor Jurkat,VLA-4 agonist
COc1ccc(-c2nnc(SCC(=O)N3CCCCC3)o2)cc1OC,3,4,1.1,0
c1ccc(-n2cnc3cc(NCc4ccccn4)ccc32)cc1,0,11,1.1,3
O=C(CSc1nc2ccccc2c(=O)n1C1CC1)NCc1ccccc1,-14,5,1.1,2
O=C1CCCN1CCCNc1ncnc2c1[nH]c1ccc(Cl)cc12,21,9,1.2,?

# The list itself, from the first entry:
SMILES,VLA-4 antagonist,LNCaP diff act,Autofluor Jurkat,VLA-4 agonist
COc1ccc(-c2nnc(SCC(=O)N3CCCCC3)o2)cc1OC,3,4,1.1,0
c1ccc(-n2cnc3cc(NCc4ccccn4)ccc32)cc1,0,11,1.1,3
O=C(CSc1nc2ccccc2c(=O)n1C1CC1)NCc1ccccc1,-14,5,1.1,2
O=C1CCCN1CCCNc1ncnc2c1[nH]c1ccc(Cl)cc12,21,9,1.2,?
CCOC(=O)CCc1c(C)nc2cc(-c3ccc(F)cc3)[nH]n2c1=O,-13,3,1.1,-4
O=C(CN1CCN(Cc2ccccc2F)C1=O)NCc1cccnc1,-12,8,0.98,3
O=C1C2C3C=CC(C3)C2C(=O)N1CNc1ccc(O)cc1 (stereo not drawn),-3,11,1,-2
Cc1nnc(SCc2ccccc2F)n1NCc1cccs1,-7,11,1,-7
COc1ccccc1N1CCN(C(=O)CN(Cc2ccc(Cl)cc2)S(C)(=O)=O)CC1,-24,6,0.98,-6
Cn1c(=O)c2c(nc(SCC(=O)NC3CCCCC3)n2C)n(C)c1=O,-7,5,1.1,4
COc1ccc(Cn2c(C)nc3c(c2=O)c2nc4ccccc4nc2n3Cc2ccco2)cc1,-16,58*,1.2,6
O=C(CSc1nc2cc(Cl)ccc2s1)N1CCN(C(=O)c2ccco2)CC1,-3,22,1.1,-4
COc1cc(CN2CCSCC2)cc(OC)c1OC,-16,3,0.92,8
Cc1ccc(NS(=O)(=O)c2ccc3c(c2)c(=O)n(C)c(=O)n3C)cc1F,-22,12,1.1,8
CCC1CCCCN1CCCNC(=O)c1ccc(CS(=O)(=O)Cc2ccccc2F)o1 (stereo not drawn),-8,7,1,2
CCOc1ccc(-n2cc(C(=O)NCc3ccco3)c3cc(OC)c(OC)cc3c2=O)cc1,-23,9,1,2
Cc1cccc(N2CCN(S(=O)(=O)c3ccc4c(c3)CCN4C(=O)CCC(=O)O)CC2)c1C,3,3,0.91,3
O=C(c1ccccc1Br)N1CCN(c2ccccc2)CC1,-2,13,1.1,-2
O=c1oc2ccccc2c(N2CCCCC2)c1CN1CCCCC1,-14,5,1.1,0
COc1ccccc1C(=O)n1nc(-c2cccnc2)nc1N,3,13,1,-1
CC(C)Oc1ccc(C2CC(=O)NC3=C2C(=O)CCC3)cc1 (stereo not drawn),0,7,1,3
O=C(O)c1ccccc1Nc1cccc(C(F)(F)F)c1,-18,4,1,1
COc1ccc(-c2noc(CCC(=O)N3CCN(c4cccc(C(F)(F)F)c4)CC3)n2)cc1,16,3,1.1,-1
COc1cccc(CNC(=O)C2CCN(c3cnccn3)CC2)c1,8,6,0.93,-2
O=C(Nc1ccccn1)Nc1cccs1,-8,7,1,-2
# (list continues)
SMILES,VLA-4 antagonist,LNCaP diff act,Autofluor Jurkat,VLA-4 agonist
Cc1ccc(-c2cc(C(=O)O)n[nH]2)o1,-8,14,0.96,-2
CCC1Oc2ccccc2N(CC(=O)NCCN2C(C)CCCC2C)C1=O (stereo not drawn),10,6,1.1,-7
CCOCCCNC(=O)C1CC(=O)N(C2CCCC2)C1 (stereo not drawn),-11,2,1,-3
O=C(NC1CCCCC1)c1cc2nc(-c3ccco3)cc(C(F)(F)F)n2n1,-26,18,0.97,-3
O=S(=O)(Nc1ccc(Cc2ccncc2)cc1)N1CCCC1,-22,16,0.92,6
Cn1nc(-c2ccc(Cl)cc2)c2cc(C(=O)NC3CC3)sc21,4,16,1,0
O=C1NC(c2ccco2)Nc2ccccc21 (stereo not drawn),-4,14,1,7
Cc1noc(NS(=O)(=O)c2ccc(N/C=C/C(=O)c3cccnc3)cc2)c1C,14,13,0.91,-4
COc1cccc(N(C(=O)c2ccn[nH]2)C2(C(=O)Nc3c(C)cccc3C)CCCCC2)c1,3,12,1,3
O=C(CCn1nc(-c2ccc(Cl)cc2)ccc1=O)N1CCN(c2ccccn2)CC1,5,5,1.1,-4
CCN(CC)CCNC(=O)Cc1c(C(=O)O)n(CC)c2ccccc12,1,7,0.94,5
Brc1ccccc1Cn1c(-c2cncs2)nc2ccccc21,11,16,1.1,-5
Cc1c(C(=O)OCCOC(C)C)[nH]c2c1C(=O)CC(C)(C)C2,-2,5,1.1,-9
COc1ccccc1NC(=O)CN1CCN(c2ccc(Cl)cc2)CC1,?,7,1.4,?
CC(=O)Nc1cccc(C(=O)Oc2cccc(C)c2)c1O,61*,5,1,-2
CC(=O)c1ccc(N2CCN(C(=O)C3CCCN(S(=O)(=O)c4cnc[nH]4)C3)CC2)cc1 (stereo not drawn),15,18,1,-2
CCOc1ccc(N(CC)C(=O)COc2cc(=O)n(C)c3ccccc23)cc1,-8,5,1,5
COc1cccc(C2=NOC(C(=O)NC(C)(C)C)C2)c1 (stereo not drawn),6,6,0.96,1
CCOC(=O)N1CCN(C(=O)C2CC(c3cc(OC)ccc3OC)=NO2)CC1 (stereo not drawn),19,13,1,-3
CCCN(c1nc(C)cc(OC)n1)S(=O)(=O)c1ccccc1,-3,11,0.98,-2
CC(=O)C1C(c2cccc(F)c2)NC(=O)NC1(O)C(F)(F)F (stereo not drawn),3,3,0.94,5
O=C(CSc1nnc(Cc2cc(=O)[nH]c(=O)[nH]2)n1-c1ccc(Cl)cc1)NCC1CCCO1 (stereo not drawn),17,7,1,0
CCOC(=O)C1=C(N)OC2=C(C(=O)CC(C)(C)C2)C1c1ccco1 (stereo not drawn),-8,1,1.1,2
CCOC(=O)N1CCC(NC(=O)c2cccc3c2C(=O)N(CCOC)C3)CC1,0,13,1,0
COc1cccc(-c2nnc(SCC(N)=O)n2-c2ccc(Cl)cc2)c1,-2,8,0.96,2
# Continuation:
SMILES,VLA-4 antagonist,LNCaP diff act,Autofluor Jurkat,VLA-4 agonist
Cc1n[nH]c(C)c1S(=O)(=O)N(CC(=O)N1CCc2ccccc21)c1ccc(C(C)C)cc1,9,12,1.1,-3
CC(C)OC(=O)CSc1nnc(-c2cccnc2)n1Cc1ccccc1,-2,7,0.97,-4
Cc1ccc(C2CC(c3ccc(C)cc3)n3nc(N)nc3N2)cc1 (stereo not drawn),-11,4,1,1
CCC12CN3CC(CC)(CN(C1)C3c1ccc(OC(C)C)cc1)C2=O (stereo not drawn),-4,20,1,0
COc1ccccc1N1CCN(C(=O)c2cc(C3CC3)on2)CC1,-4,8,1,0
COc1cc(C2N(c3ccc(Cl)cc3)C(=O)C3CCCN32)cc(OC)c1OC (stereo not drawn),-9,5,0.98,-1
Cc1ccccc1-c1nc(CN2CCC(C(=O)NCCCN3CCOCC3)CC2)c(C)o1,3,16,1.1,0
COc1ccc(NC(=O)CCc2nc(-c3ccc(C)cc3)no2)c(OC)c1,?,19,1.2,?
COc1cccc(C2=NC(C)(C)NC(c3ccccc3O)C2)c1 (stereo not drawn),0,5,1.1,-4
CCCCOC(=O)C1=C(C)Nc2ncnn2C1c1ccc(OC)c(OC)c1 (stereo not drawn),-7,7,1.1,-4
CCOC(=O)C1=C(N)n2c(s/c(=C\c3cccnc3)c2=O)=C(C#N)C1c1cccnc1 (stereo not drawn),22,29,0.97,1
CN(C)c1ccc(NC(=O)CSCc2nc3c(nnn3Cc3ccc(F)cc3)c(=O)[nH]2)cc1,-4,13,0.96,1
Cc1cc(NC(=O)C2CCCN(S(=O)(=O)c3c(C)noc3C)C2)n[nH]1 (stereo not drawn),-2,8,0.94,-3
Clc1ccc2c(c1)[C@H]1OCC[C@H]1[C@@H](c1ccco1)N2,23,9,1.1,-6
Cc1c(NC(=O)c2cc(C(C)C)on2)c(=O)n(-c2ccccc2)n1C,7,3,1,3
Cc1cc(C)n(-c2nc3c(c(=O)[nH]c(=O)n3C)n2Cc2ccc(F)cc2)n1,-6,10,1,-2
COc1ccccc1CN1C(=O)C2CC=CCC2C1=O (stereo not drawn),-12,13,1,-3
CCN(CC)CC#CCOC(=O)C(O)(c1ccccc1)C1CCCCC1 (stereo not drawn),-12,1,1,2
COc1ccc(-n2c(Cn3c(=O)sc4ccccc43)nnc2SCC(=O)N2CCCCC2)cc1,-11,6,1,-2
COc1ccc(Cn2c(CCC(=O)Nc3ccc(CC#N)cc3)nc3cccnc32)cc1,-9,11,1.1,-6
CCOCCCNC(=O)Cn1nc(-c2ccccc2)ccc1=O,-7,10,1,2
CCOC(=O)c1sc(=NC(=O)c2ccc(S(=O)(=O)N3CCOCC3)cc2)n(C)c1C,-5,4,1.1,-3
COc1ccc(C2SCC(C(=O)O)N2C(C)=O)cc1OC (stereo not drawn),-2,7,1,0
Cn1cnnc1SCC(=O)Nc1ccccc1Sc1ccccc1,-6,10,0.97,-6
CC(=O)N1CCc2cc(C(=O)CN3CCCN(Cc4ccc(F)cc4)C3)ccc21,-1,3,1.1,-4

# 6 entries already listed, arranged by the value under VLA-4 antagonist, rising.
SMILES,VLA-4 antagonist,LNCaP diff act,Autofluor Jurkat,VLA-4 agonist
CCCCOC(=O)C1=C(C)Nc2ncnn2C1c1ccc(OC)c(OC)c1 (stereo not drawn),-7,7,1.1,-4
Cn1cnnc1SCC(=O)Nc1ccccc1Sc1ccccc1,-6,10,0.97,-6
CCOC(=O)c1sc(=NC(=O)c2ccc(S(=O)(=O)N3CCOCC3)cc2)n(C)c1C,-5,4,1.1,-3
Cc1cc(NC(=O)C2CCCN(S(=O)(=O)c3c(C)noc3C)C2)n[nH]1 (stereo not drawn),-2,8,0.94,-3
COc1cccc(C2=NC(C)(C)NC(c3ccccc3O)C2)c1 (stereo not drawn),0,5,1.1,-4
Clc1ccc2c(c1)[C@H]1OCC[C@H]1[C@@H](c1ccco1)N2,23,9,1.1,-6

# (list continues)
SMILES,VLA-4 antagonist,LNCaP diff act,Autofluor Jurkat,VLA-4 agonist
Cc1cc(NC(=O)c2cc(-c3ccc4c(c3)OCO4)on2)n(-c2ccccc2)n1,5,10,1.1,2
NC(=O)CSc1nnc(Cn2c(=O)sc3ccccc32)n1-c1ccccc1,?,8,1.1,?
Cc1ccc(C(c2sc3nc(C)nn3c2O)N2CCOCC2)cc1 (stereo not drawn),?,10,1.1,?
CC(=NCC1CCNCC1)C1=C(O)CC(C)(C)CC1=O,-15,3,0.92,4
O=C(Cn1nc(Cc2ccncc2)c2ccccc2c1=O)N1CCc2ccccc2C1,-10,2,1,2
O=C(Cn1ncc2ccccc21)N1CCN(c2cccc(C(F)(F)F)c2)CC1,-13,7,1.1,-5
O=C1OC(c2ccc(O)cc2)(c2ccc(O)cc2)c2ccccc21,6,4,0.97,-7
Brc1ccc(-c2csc(/N=C/N3CCOCC3)n2)cc1,0,10,1.1,-1
O=C(Nc1ccc(Cl)cc1)N(Cc1cccnc1)Cc1ccco1,13,7,0.98,4
COc1ccc(C)cc1NC(=O)CN1C(=O)c2ccccc2S1(=O)=O,3,9,1,-2
O=C(CCSc1nc(-c2ccco2)cc(C(F)(F)F)n1)Nc1ccc2c(c1)OCO2,-8,8,1.1,-2
Cc1ccc(-c2noc(CCC(=O)NCCCN3CCN(c4ccc(F)cc4)CC3)n2)cc1,?,38*,1.1,?
CCn1c2c(c3cc(Cl)ccc31)CCCC2=O,-10,3,1,-6
CCSc1nnc(NC(=O)CSc2ncccn2)s1,-18,5,1.1,4
O=C(NCc1ccco1)C(c1ccco1)N(C(=O)Cn1nnc2ccccc21)c1ccc2c(c1)CCC2 (stereo not drawn),4,5,1,2
CC(C(=O)N1CCOCC1)N1c2cccc3cccc(c23)S1(=O)=O (stereo not drawn),-32,21,0.98,0
COc1ccc2nc3oc(C(=O)NCc4cccs4)cc3cc2c1,?,nt,1.1,?
Cn1c(=O)c(=O)n(C)c2cc(S(=O)(=O)N3CCC(Cc4ccccc4)CC3)ccc21,17,6,0.93,2
CCc1ccc(NC(=O)CS(=O)CC(=O)NCC2OCCc3ccccc32)cc1 (stereo not drawn),-22,11,1.1,-2
CCN1CCN(c2ncc(C(=O)Nc3cc(Cl)ccc3OC)c3ccccc23)CC1,0,15,1,6
Cc1occc1C(=O)Nc1cccnc1,-9,6,1.1,6
O=c1cc(N2CCc3ccccc3C2)[nH]c(=O)n1Cc1ccc(F)cc1,-3,16,1.1,-3
CC1(C(=O)CSc2nc3ccccc3s2)CCC(=O)O1 (stereo not drawn),?,15,1,?
Cc1ccc2c(c1)[C@H]1OCC[C@H]1[C@@H](c1ccncc1)N2,-12,3,1.1,2
CSc1nc2c(c(=O)n1Cc1ccccc1)SC(C)C2 (stereo not drawn),?,0,1.1,?
CCOC(=O)Cc1csc(NC(=O)c2cnc3scc(C)n3c2=O)n1,-10,11,1,5
COc1ccc2cc(C(c3nnnn3C(C)(C)C)N3CCc4ccccc4C3)c(=O)[nH]c2c1 (stereo not drawn),-3,17,1.1,-2
Cc1[nH]c(=O)[nH]c(=O)c1S(=O)(=O)N1CCCC(C(=O)NCCc2ccccc2)C1 (stereo not drawn),-19,3,1.1,1
COc1ccc(-c2[nH]c(-c3cccc(OC)c3)nc2SCC(=O)NCc2ccco2)cc1,3,12,1.1,-3

# Not all compounds are listed, so the mix of outcomes need not match the whole.
